MPTP inh: permeability transition pore inhibition. hit rate 1.4% among 360,000. inhibition, % at 10 µM. isolated mouse mitochondria, Ca2+ swelling absorbance, 30 min. AID 602449;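 active means inhibition of 50% or more, scaled per plate between neutral and stimulator controls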;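 further: 0% = DMSO wells given calcium and 100% = 1 mM EGTA wells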
TIM10 inh: inhibits growth of TIM10 yeast strain | S. cerevisiae TIM10 strain growth, BacTiter-Glo luminescence, 24 h | inhibition, % at 10 µM | hit rate 1.4% among 330,000 | AID 463195;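 active means inhibition of 40% or more at the single tested concentration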;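 further: wild-type TIM10 isogenic control strain grown at permissive 25 °C; 0% = DMSO yeast wells and 100% = minimal medium wells without yeast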
NLRP3 yeast inh: NALP3 inhibition in yeast | AID 2825 | hit rate 0.39% among 330,000 | Yeast reconstituted NLRP3/ASC/caspase-1, beta-gal luminescence, 24 h | inhibition, % at 10 µM;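 active means inhibition of 50% or more; inactive means inhibition below 50%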;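 further: plate controls were induced DMSO wells for no effect and uninduced yeast grown without galactose for full effect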
APJ ag: APJ receptor agonism; P35414; CHO-K1 APJ PathHunter beta-arrestin, luminescence; 0% DMSO wells, 100% apelin; activation, % at 20 µM; hit rate 0.11% among 330,000; AID 2520;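 active means activation more than six SD over the plate average, tested at 20 µM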;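 further: 0% = DMSO alone and 100% = apelin-13 at 10 nM; some results filed as inactive read as strong as hits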
Target sequence (P35414 whole entry, looked up): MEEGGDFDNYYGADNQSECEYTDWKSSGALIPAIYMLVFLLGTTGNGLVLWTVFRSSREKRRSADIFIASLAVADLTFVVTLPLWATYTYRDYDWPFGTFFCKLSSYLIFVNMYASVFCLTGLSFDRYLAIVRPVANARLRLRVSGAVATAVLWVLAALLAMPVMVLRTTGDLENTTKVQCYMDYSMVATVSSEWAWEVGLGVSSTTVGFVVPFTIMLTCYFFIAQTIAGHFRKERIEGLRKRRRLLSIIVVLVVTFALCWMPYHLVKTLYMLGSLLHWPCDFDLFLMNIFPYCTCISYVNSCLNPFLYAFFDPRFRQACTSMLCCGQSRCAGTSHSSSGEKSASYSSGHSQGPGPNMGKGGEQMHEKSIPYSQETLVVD
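Test system: CHO-K1 APJ beta-arrestin complementation cell line. Amount: cell density 1000 per well. Controls: DMSO negative, 10 nM Apelin-13 positive. Signal: luminescent beta-gal fragment complementation, chemiluminescent substrate. Read-out basis: agonist-driven arrestin binding to APJ. Timing: compound stimulation 90 min at 25 °C, detection 60 min.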
tim10-1 inh: tim10-1 yeast growth inhibition; hit rate 2.2% among 330,000; inhibition, % at 20 µM; S. cerevisiae tim10-1 ts strain growth, BacTiter-Glo, 24 h;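 active means inhibition of at least 40%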;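 further: mutant grown at 25 °C; 0% = DMSO wells with yeast and 100% = wells holding no yeast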
APJ antag: APJ receptor antagonism; P35414; CHO-K1 APJ beta-arrestin complementation, luminescence; inhibition, % at 20 µM; hit rate 0.32% among 330,000;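 active means inhibition above about 40% at 20 µM, limit read from the data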;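 further: cells challenged with 10 nM apelin-13 agonist together with compound; plate controls were apelin-13 plus DMSO wells for no effect and DMSO wells lacking apelin-13 for full effect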
tim23-1 inh: inhibits growth of tim23-1 mutant yeast; S. cerevisiae tim23-1 growth, BacTiter-Glo luminescence, 24 h; inhibition, % at 20 µM; hit rate 1.3% among 330,000;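 active means growth inhibition of the mutant yeast at or above 50%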;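 further: temperature-sensitive mutant grown at 25 °C; plate controls were DMSO-treated mutant yeast for no effect and medium wells lacking yeast for full effect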
MIN6 prolif: inducers of beta-cell replication in MIN6 cells; proliferation, % at 10 µM; MIN6 cells proliferation, ATPlite luminescence, 48 h; cells starved in 0.2% serum; 100% = growth in 10% serum; hit rate 0.29% among 330,000;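 active means compounds whose signal lies at least 3.5 SD above the mean of all wells on their plate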;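 further: 0% = DMSO-treated cells in low-serum medium and 100% = 10% serum control; some compounds called inactive have numbers as strong as hits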
NR3A LBD binder: modulates the human NR3A ligand-binding domain | Tm shift relative to glycine control, % at 25 µM | NR3A LBD differential scanning fluorimetry, Tm shift; 0% = protein alone, 100% = glycine-bound protein | hit rate 2.5% among 340,000;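 active means melting temperature shift of at least 10% of the positive control shift, at one fixed dose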
Starred values were filed as active, the others as inactive; / = not tested or not shown.

SMILES | MPTP inh | TIM10 inh | NLRP3 yeast inh | APJ ag | tim10-1 inh | APJ antag | tim23-1 inh | MIN6 prolif | NR3A LBD binder
CCOc1ccccc1Oc1cn[nH]c1-c1ccc(O)cc1O | 1.6 | 19.4 | 1.0 | -1.3 | 7.6 | -10.5 | 14.2 | 1.1 | 5.5
O=C(NC1CC1)c1ccc(CSCc2cccc(F)c2)o1 | 0.5 | -14.3 | 10.1 | -4.2 | 2.5 | 18.9 | 11.1 | -2.4 | 1.6
CCC(CC)C(=O)Nc1cccc(/C(C)=N\NC(=O)c2ccc(C)s2)c1 | -1.7 | -23.1 | 10.9 | -2.8 | 15.5 | -13.8 | -8.4 | -0.8 | -4.3
COCCN1CCn2c(nc3cc(NC(=O)c4cccs4)ccc32)C1 | 0.9 | 23.9 | 3.8 | -2.9 | -5.1 | 7.2 | 38.1 | 0.2 | 0.8
Cc1cc(-c2nsc(=O)o2)c(S(C)(=O)=O)s1 | 3.8 | 9.8 | -3.3 | -5.4 | 12.5 | 11.2 | 11.9 | 1.9 | 2.5
Cc1ccc2cc3cc(C(=O)NC4CC4)oc3nc2c1 | -1.8 | 31.9 | 18.4 | 3.0 | 2.9 | 12.0 | 13.0 | -3.5 | 1.3
Cc1cc(C(=O)COC(=O)CC2Sc3ccccc3NC2=O)c(C)n1-c1cccc(C(F)(F)F)c1 (stereo unspecified) | 45.7 | 4.4 | 0.5 | -1.5 | 35.4 | 5.3 | 28.0 | -5.7 | -3.1
Cc1ccc(C(=O)N2CCNC(=O)C2CC(=O)Nc2ccccc2)cc1 (stereo unspecified) | 0.0 | -5.3 | 11.2 | -3.0 | -17.3 | 16.4 | -16.6 | 0.0 | -25.7
CCN(CC)C(=O)c1n[nH]c(=O)c2ccccc12 | -2.2 | 3.4 | -2.8 | 0.2 | 6.2 | -3.7 | 16.5 | -0.6 | -0.5
COc1ccc(S(=O)(=O)N2CCOCC2)cc1NC(=O)c1sccc1C | -0.6 | 8.6 | 7.9 | -0.6 | 17.6 | -4.3 | 16.7 | -1.4 | -2.7
Cc1ccc(C)c(NC(=O)CN(C)C(=O)c2oc3c(Cl)cccc3c2C)c1 | 0.5 | 0.5 | 11.3 | 3.8 | 16.4 | -2.7 | 22.2 | 1.0 | /
O=C(CN(C(=O)c1nsc(Cl)c1Cl)c1ccc(F)cc1)NC1CCCC1 | -2.9 | 21.2 | -12.1 | -2.3 | 15.7 | 15.9 | 18.6 | 0.0 | 0.8
COc1ccc2ccccc2c1CN1CCN(C(=O)c2ccco2)CC1 | -0.3 | -6.4 | 27.2 | 1.1 | 1.3 | -0.6 | 16.7 | 0.1 | -7.4
CCCn1c(NCc2cccs2)nc2ccccc21 | 0.0 | -2.5 | 2.9 | -6.1 | 15.3 | -19.1 | 18.7 | -2.0 | 2.0
O=C(CCN1CCN(c2ccccc2)CC1)Nc1ccc2c(c1)OCO2 | 0.1 | 3.3 | -3.6 | -2.7 | 14.4 | 11.7 | -6.0 | -2.4 | -0.8
CCOc1ccccc1CN1CCNC(=O)C1CC(=O)NCc1nccn1CC (stereo unspecified) | -1.6 | -3.9 | 2.5 | -2.5 | 16.0 | 0.2 | -8.1 | -2.5 | 3.2
CCOC(=O)N1CCN(C(=O)CNS(=O)(=O)c2cccs2)CC1 | -1.6 | 3.3 | 7.5 | 0.4 | 16.7 | 0.6 | 17.3 | 0.6 | -0.8
Cc1ccc(C)c(OCc2nnc(NC(=O)c3ccc4c(c3)OCO4)s2)c1 | 1.6 | -6.0 | -16.2 | -1.7 | 11.2 | 0.3 | -1.5 | 1.4 | -2.4
O=S1(=O)CCN(Cc2ccccc2Cl)CC1 | -0.5 | -12.7 | -7.4 | 1.5 | -18.6 | 4.0 | 2.3 | -3.4 | -1.1
C/C(=N\NC(=O)CN1CCN(S(=O)(=O)c2ccc(C)cc2)CC1)c1ccc(O)cc1 | -0.8 | 5.9 | 3.0 | -2.7 | 0.7 | 6.6 | -6.0 | -2.8 | -0.4
CC(Sc1nc(-c2ccccc2)cc(C(F)(F)F)n1)C(=O)O (stereo unspecified) | 0.4 | 15.5 | 16.8 | -2.6 | -4.9 | 4.6 | 3.6 | 1.6 | 1.0
CC(=O)NC(CC(=O)N(Cc1ccccc1)c1cccc(C)c1)c1ccccc1 (stereo unspecified) | -0.6 | 15.3 | -3.0 | -0.8 | 18.8 | -12.7 | 19.6 | -1.8 | -2.2
CC(C)(C)NC(=S)NNC(=O)c1ccc2ncccc2c1 | -0.1 | 18.0 | 18.0 | -2.7 | 23.5 | 18.6 | -16.4 | -2.6 | 0.1
CC(=O)c1ccccc1OCCOCCOCCOc1ccccc1C(C)=O | 0.5 | 16.4 | -0.6 | -3.6 | 17.4 | -5.2 | 19.8 | 5.8 | -0.3
COc1cccc(CNC(=O)Cn2cc3c(n2)CCCC3)c1 | -2.6 | -1.6 | 2.5 | -2.3 | 8.3 | 16.0 | 9.5 | -1.7 | 2.2
COC(=O)[C@]1(C)N[C@H](CN(C)S(=O)(=O)c2ccc(C)cc2)[C@@H]2C(=O)N(C)C(=O)[C@@H]21 | 1.0 | -8.4 | 13.4 | -2.7 | -0.5 | 21.9 | 3.9 | -0.5 | 3.9
C=CCn1cccc(C(=O)Nc2cc(OC)cc(OC)c2)c1=O | 1.6 | 11.4 | 39.4 | -1.1 | 29.1 | -1.6 | 21.5 | 1.8 | 0.2
CCOC(=O)C1CCCN(S(=O)(=O)c2c(C(=O)N3CCCCC3)c(C)n(C)c2C)C1 (stereo unspecified) | -1.5 | 15.4 | 8.1 | 8.1 | 12.5 | -7.1 | 12.2 | -2.1 | 0.4
CC1(C)Cc2c(ccc3ccccc23)C(=O)N1 | 0.4 | 11.3 | 11.8 | -0.3 | 7.4 | -3.5 | 12.8 | 1.7 | -8.1
CC1=Nc2ccccc2N=C(NC(=O)c2ccccc2)C1c1ccccc1 (stereo unspecified) | 0.9 | 4.7 | 23.1 | -4.8 | 17.4 | 29.2 | 7.8 | 1.1 | -2.9
Cc1ccc(/C=C2\SC(=S)N(Cc3ccccc3)C2=O)o1 | 7.6 | -0.3 | 8.9 | 2.9 | 4.4 | 3.1 | 16.3 | -3.5 | -3.1
c1ccc(Cn2cc(CNc3ccccc3)nn2)cc1 | -2.6 | 2.9 | -3.2 | 0.5 | 6.6 | 0.3 | 10.0 | -4.2 | 3.8
Cc1ccc(S(=O)(=O)NNC2CC(=O)N(c3ccc(Br)cc3)C2=O)cc1 (stereo unspecified) | 5.6 | 9.5 | -5.9 | -3.5 | 6.1 | 5.9 | -3.8 | 2.8 | -1.2
O=C(COc1ccc(F)cc1Cl)N(Cc1nnc(-c2ccccc2Cl)o1)C1CC1 | -0.2 | -15.5 | 14.7 | -7.8 | 20.6 | -2.4 | 16.6 | -0.5 | -2.5
COC(C(=O)Nc1ccnn1C1CCN(Cc2ccc(C)s2)CC1)c1ccccc1 (stereo unspecified) | 1.2 | -10.2 | 18.7 | 1.2 | 3.7 | 17.7 | 12.6 | 9.2* | 0.9
NC(=NC(=O)c1ccc(OC(F)(F)F)cc1)c1ccc(C(F)(F)F)cn1 | 3.7 | 15.8 | 6.2 | 0.2 | 10.7 | 16.3 | 16.2 | -2.6 | 4.7
COc1ccc(-c2nc(NC(=O)CSCCO)sc2C)cc1 | 11.2 | 20.8 | -0.2 | -1.5 | 15.8 | -0.3 | 6.1 | 0.5 | 0.1
C=CCOc1c(Br)cc(/C=C2/NC(=S)N(C(C)=O)C2=O)cc1OC | 4.3 | 16.1 | 13.2 | -2.2 | 22.8 | 11.7 | 7.8 | -3.5 | 0.4
CCOC(=O)C1=CC[C@H]2c3c(c4ccccc4n3C)C(=O)C1N2S(=O)(=O)c1ccc(C)cc1 | 0.6 | 13.4 | 11.3 | -2.3 | -31.0 | -0.9 | 22.0 | 0.9 | -5.2
CC(NC(=O)Nc1cccc(Cl)c1)C(c1cccs1)N1CCCC1 (stereo unspecified) | 4.7 | 4.3 | 12.3 | -7.5 | 3.6 | 2.9 | -0.9 | 1.5 | 0.5

Some of the entries so far, tab-delimited.
SMILES	MPTP inh	TIM10 inh	NLRP3 yeast inh	APJ ag	tim10-1 inh	APJ antag	tim23-1 inh	MIN6 prolif	NR3A LBD binder
Cc1ccc(S(=O)(=O)NNC2CC(=O)N(c3ccc(Br)cc3)C2=O)cc1 (stereo unspecified)	5.6	9.5	-5.9	-3.5	6.1	5.9	-3.8	2.8	-1.2
C=CCn1cccc(C(=O)Nc2cc(OC)cc(OC)c2)c1=O	1.6	11.4	39.4	-1.1	29.1	-1.6	21.5	1.8	0.2
Cc1ccc(/C=C2\SC(=S)N(Cc3ccccc3)C2=O)o1	7.6	-0.3	8.9	2.9	4.4	3.1	16.3	-3.5	-3.1
c1ccc(Cn2cc(CNc3ccccc3)nn2)cc1	-2.6	2.9	-3.2	0.5	6.6	0.3	10.0	-4.2	3.8

Next records follow:
SMILES | MPTP inh | TIM10 inh | NLRP3 yeast inh | APJ ag | tim10-1 inh | APJ antag | tim23-1 inh | MIN6 prolif | NR3A LBD binder
CCC1=C(OC(=O)N(CC)CC)N2C(=O)OC(=NCC(=O)OC)[C@]2(Cc2ccccc2)[C@H]2C1=CC[C@H]1C(=O)N(C)C(=O)[C@H]12 | 1.7 | -4.5 | 20.9 | -4.3 | -1.7 | 15.8 | 3.6 | -2.5 | 1.3
CCCSc1nc2ccsc2c(=O)n1CC | -0.5 | -14.9 | 13.8 | -3.8 | 13.3 | -2.5 | 4.0 | -3.0 | -1.3
CCOc1ccc(N2CC(C(=O)N3CCN(c4ccccn4)CC3)CC2=O)cc1 (stereo unspecified) | -0.2 | 0.3 | 15.1 | 0.3 | 7.2 | 1.0 | 2.4 | 0.3 | -1.0
O=C(COC(=O)Cn1cnc2ccccc21)Nc1cc(S(=O)(=O)N2CCOCC2)ccc1Cl | 0.8 | -1.2 | -0.4 | -3.1 | -5.0 | 6.9 | 0.5 | -0.2 | 1.3
COc1ccc(N(C(=O)c2cnccn2)C(C(=O)NCc2ccccc2)c2ccc(O)cc2)cc1 (stereo unspecified) | -1.7 | 3.2 | 10.2 | -0.1 | -8.4 | 1.6 | 3.4 | -0.5 | -2.0
CCCOc1ccc(N2C(=O)CC(SC(=N)N3N=C(c4ccccc4)CC3c3ccccc3)C2=O)cc1 (stereo unspecified) | 2.1 | 32.1 | 2.3 | -1.4 | 35.2 | -14.0 | 23.4 | -5.7 | -15.8
Cn1c(SCc2ccc(C#N)cc2)nnc1-c1cccc(Cl)c1 | 2.0 | 45.5* | 0.9 | -2.2 | 28.4 | -8.5 | 47.0 | 4.6 | 2.6
COc1ccccc1NC(=O)C1CCN(S(=O)(=O)c2ccc3c(c2)CC(C)N3C(C)=O)CC1 (stereo unspecified) | -2.1 | 14.0 | 2.0 | 2.3 | 16.1 | 8.1 | 18.5 | 2.0 | 0.3
O=C(Nc1ccc(Cl)c(S(=O)(=O)N2CCOCC2)c1)c1cc(=O)[nH]c2ccccc12 | -0.1 | -0.5 | 5.9 | 5.4 | -2.7 | -0.2 | -3.7 | -3.7 | -1.2
Cc1cc(NC(=O)CSc2nnc(Cc3ccccc3)o2)no1 | -3.1 | -4.4 | 12.0 | 3.1 | -9.6 | 18.5 | 7.8 | -2.0 | 0.1
COc1ccc(-c2csc(NC(=O)CSc3nc(SC)ns3)n2)cc1 | 65.1* | 25.8 | 19.3 | 1.2 | 26.3 | 4.5 | 15.1 | -5.2 | 6.8
C/C(=C\c1ccccc1)C(=O)n1nnc2ccccc21 | -0.5 | 14.7 | 6.1 | -3.4 | 21.7 | -1.5 | 38.8 | -0.1 | 0.3
